AmpC inh detg: inhibitors of E. coli AmpC beta-lactamase with detergent | AmpC hydrolysis of nitrocefin, absorbance 480 nm, 0.01% Triton | Potency, µM (series often up to 114 µM), without a hit: at the highest dose activity change, negative = inhibition, usual class: inhibitors | hit rate 0.041% among 370,000;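 also: potency is read from the fitted curve at half-maximal effect; 0% = no-compound wells and -100% = no-enzyme wells; nearly all actives have a fitted effect of over 25% in size; some results filed as inactive show a strong effect at the top dose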
Target sequence (P00811 whole entry, looked up): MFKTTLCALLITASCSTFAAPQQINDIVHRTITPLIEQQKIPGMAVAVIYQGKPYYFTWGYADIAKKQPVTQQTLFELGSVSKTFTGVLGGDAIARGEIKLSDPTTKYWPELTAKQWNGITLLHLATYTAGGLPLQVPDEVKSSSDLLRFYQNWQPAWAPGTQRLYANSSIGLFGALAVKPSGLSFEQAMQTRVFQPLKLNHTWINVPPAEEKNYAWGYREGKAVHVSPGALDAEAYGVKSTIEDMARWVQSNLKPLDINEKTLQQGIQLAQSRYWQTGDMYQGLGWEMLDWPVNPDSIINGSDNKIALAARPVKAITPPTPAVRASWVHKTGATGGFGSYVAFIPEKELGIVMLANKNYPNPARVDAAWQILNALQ
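20 mM phosphate pH 7.0 + 0.01% (detergent screen) or 0.0001% Triton X-100; 5.3 nM AmpC reagent; cpd preinc 15 min RT; nitrocefin (800 uM stock) to start; A480 q20 s × 4 min; Activity was normalised to no-enzyme and no-compound control wells.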
HCMV antiviral: blocks human cytomegalovirus replication; HFF cells, HCMV-luciferase reporter, 72 h; hits give low values; activity change, negative = inhibition, % at 57.5 µM; hit rate 4.5% among 410,000; in the data active = activity change below about -60%; inconclusive = no clear call, values can overlap the other calls; inactive = above about -39%
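HFF cells seeded 16 h at 37C, treated with compounds, infected with luciferase-reporter HCMV at MOI 1 PFU/cell; luciferase read at 72 h post infection, normalized to buffer-only and Salinomycin controls.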
Sm TGR block: S. mansoni TGR enzyme inhibition; purified TGR, DTNB reduction, TNB absorbance 405 nm; Q962Y6; Potency, µM (doses to about 114 µM), for inactives: top-dose activity change, negative = inhibition, usual class: inhibitors; hit rate 3% among 360,000; also: potency is read from the fitted curve at half-maximal effect; nearly all actives have a fitted effect of over 60% in size
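TGR 20 nM + NADPH 100 uM (dispensed conc.), cpd preinc 15 min RT; start with NADPH (500 uM addition) then DTNB (15 mM addition). Kinetic TNB absorbance, 405 nm filter. Four-parameter Hill fit across titration.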
HCV inh: blocks hepatitis C virus; Huh7.5.1 HCVcc-Cre infection, luciferase reporter, 44 h; Potency, µM (highest dose often 41.8 µM), for inactives: at the top dose activity change, negative = inhibition, usual class: inhibitors; hit rate 3.4% among 340,000; also: potency is read from the fitted curve at half-maximal effect
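Compounds are dispensed onto cells plated 4 h earlier at 1,000 per well, with HCVcc-Cre virus (about 0.5 moi) added next. Following 44 h of culture, luminescent signal is measured for 15 sec after 15 min with substrate at room temperature.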
FBPA Giardia inh: blocks Giardia fructose-bisphosphate aldolase activity; AID 2451; hit rate 0.71% among 290,000; Potency, µM (top dose mostly 59.6 µM), for inactives: at the top dose activity, negative = inhibition, hits mostly inhibitors; purified Giardia FBPA; also: potency is read from the fitted curve at half-maximal effect; nearly all actives have a fitted effect of over 55% in size
Target sequence (A8B2U2 whole entry, looked up): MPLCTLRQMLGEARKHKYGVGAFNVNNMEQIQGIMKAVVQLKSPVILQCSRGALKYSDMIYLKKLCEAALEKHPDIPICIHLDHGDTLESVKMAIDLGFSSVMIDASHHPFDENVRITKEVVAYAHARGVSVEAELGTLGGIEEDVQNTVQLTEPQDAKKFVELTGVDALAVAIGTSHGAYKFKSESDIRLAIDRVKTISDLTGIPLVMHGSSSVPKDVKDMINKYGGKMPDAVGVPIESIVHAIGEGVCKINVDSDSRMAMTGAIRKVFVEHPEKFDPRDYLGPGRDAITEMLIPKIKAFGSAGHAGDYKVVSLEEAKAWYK
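Giardia FBPA (40 nM reagent) was preincubated 10 min at RT with compound (up to 57.5 uM final), then substrate plus GAPDH/TPI/NAD/arsenate coupling system with diaphorase/resazurin was added; resorufin fluorescence (525/598 nm) was read after 20 min.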
AMA1-RON2 inh: inhibitors of Plasmodium falciparum AMA1-RON2 interaction | AlphaScreen AMA1-biotinylated RON2 peptide binding | Potency, µM (highest dose often 58.2 µM), for the others: top-dose activity change, negative = inhibition, usual class: inhibitors | hit rate 0.2% among 360,000 | AID 720542;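 also: potency is read from the fitted curve at half-maximal effect; 0% = vehicle wells and -100% = peptide control; nearly all actives have a fitted effect of over 45% in size; some results filed as inactive show a strong effect at the top dose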
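AMA1 (3D7) with his tag at 25 nM final met compounds first, then biotinylated RON2 peptide at 25 nM; detection used donor plus acceptor beads, 10 µg/mL apiece, read by AlphaScreen after 30 min at room temperature.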
An asterisk follows results filed as active; ? = inconclusive; . = not tested or not shown; & = joins results of further samples; [ ] = dose if it differs, or a comment. Unless noted, calls follow the shape of the dose curve; as a rule, active = well fitted curve in the direction sought with a large enough effect; inconclusive = small, poorly fitted or top-dose-only effect, or another doubt; inactive = no such curve, though single readings can be large; an effect the other way counts as inactive or inconclusive. Unless noted, % is scaled to controls: 0 for no effect and ±100 for the full control effect. Random draw from the library. About 9.3% of those tested had a hit in this group.

SMILES	AmpC inh detg	HCMV antiviral	Sm TGR block	HCV inh	FBPA Giardia inh	AMA1-RON2 inh
Cc1ccc(NC(=O)C(Cc2ccccc2)NS(=O)(=O)c2cccc3nsnc23)c(C)c1 (centres undefined)	0%	-10	-17%	.	.	.
O=C(NCc1ccccn1)NC1CCCCC1	?	43	-6%	15%	0%	33%[activator]
COc1ccc(CCN2CC(C(=O)NCc3nc(C)c(C)s3)CCC2=O)cc1 (centres undefined)	?	-2	5%	.	1%	-9%
CC(=O)N(C)c1ccc(OCC(O)CN(Cc2ccco2)S(=O)(=O)c2ccc(C)cc2)cc1 (centres undefined)	3%	-30	-11%	-15%	14%	-6%
COC(=O)c1ccc(CN2CCC(n3nccc3NC(=O)C3CCCC3)CC2)cc1	1%	6	-18%	.	.	-12%
CCNc1c(NS(=O)(=O)c2ccc(C3CCCCC3)cc2)c(=O)oc2ccccc12	-8%	30	0%	-15%	-19%	0%
CCCNC(=O)C1CC(c2ccccc2[N+](=O)[O-])=NO1 (centres undefined)	.	17	.	19%	.	0%
COc1ccc(CNC(=O)CN(c2ccc(OC)cc2)S(=O)(=O)c2c(C)nn(C)c2C)cc1	-2%	-28	9%	11%	-4%	1%
Cc1ccc(CN2C(=O)C3(c4ccccc42)N(c2cccc(C(F)(F)F)c2)C(=O)CS3(=O)=O)cc1 (centres undefined)	21%	-5	8%	.	.	.
Fc1ccc(Oc2nnnn2-c2ccccc2)cc1	-4%	-28	.	8%	9%	-8%
CC1(C)CN(C(Cc2ccccc2)C(N)=O)C1=O (centres undefined)	2%	35	12%	7%	5%	-8%
COc1cc2nc(NC(=O)c3ccccc3)sc(=O)c2cc1OC	5%	3	-5%	-3%	4%	7%
COc1cc(/C=C2\SC(=S)N(CCC(=O)Nc3cccc(O)c3)C2=O)cc(OC)c1OC	-21%	-39	6%	?	-5%	-3%
COc1ccc2cc[nH]c2c1	-3%	23	1%	-11%	2%	-8%
CCOC(=O)C1=C(C)N=C2SC(C)C(=O)N2C1c1ccccc1 (centres undefined)	-2%	-40	-6%[57.1 µM]	10%	-2%	2%
O=C(COc1cccc(C(F)(F)F)c1)Nc1ccc(S(=O)(=O)N2CCCCC2)cc1	-16%	-24	-2%	25µM*	.	-9%
Cc1ccccc1C(=O)OCC(=O)N(C)c1ccccc1	-4%	17	-5%	-17%	-14%	-2%
COC(=O)c1ccccc1NC(=O)C1CCCN(c2nnc(-n3cccc3)s2)C1 (centres undefined)	-1%	-21	-19%	-20%	4%	-8%
CC(CNC(=O)Cn1c(-c2cccs2)cc2ccccc21)c1ccccc1 (centres undefined)	17%	0	-2%	.	.	.
COc1cccc(NC(=S)NNC(=O)Cn2nc([N+](=O)[O-])cc2C)c1	6%	-37	.	7%	-1%	43%[activator]
CCc1ccc(N2C(=O)NC(=O)C(Cc3ccc(OC)cc3OC)C2=O)cc1 (centres undefined)	2%	22	?	-1%	-18%	?
CCOC(=O)c1c(C)[nH]c(C(=O)OCC(=O)N2CC(C)OC(C)C2)c1C (centres undefined)	-4%	31	-2%	-4%	0%	-1%
COc1ccccc1CCNC(=O)CCc1c(C)c2cc3c(C)coc3c(C)c2oc1=O	14%	?	4%	.	.	.
Cc1ccccc1C(=O)N1CCC(n2nccc2NC(=O)CCOc2ccccc2)CC1	1%	14	-4%	15%	.	-19%
COc1ccc(NC(=O)N/C=C/c2ccco2)cc1	-1%	-7	14µM*	-9%	-24%	1%
O=C(CSc1nnc(CNc2ccc(F)cc2)n1Cc1ccco1)NC1CC1	-13%	-21	-34%	3%	-21%	24%
COc1cccc(NC(=O)NC2CCCCC2C)c1 (centres undefined)	-10%	11	-1%	-1%	0%	-16%
CN1C(=O)CSc2ccc(NC(=O)NCc3ccc(F)cc3)cc21	3%	?	-1%	-26%	0%	21%
CCOCCc1nn2c(=O)cc(COC(=O)c3ccccc3Br)nc2s1	-3%	-1	-5%	.	.	.
COc1ccc(CNC(=O)N2CCN(c3cccc(Cl)c3)CC2)cc1OC	?	-1	-13%	?	3%	-6%
O=C(CSc1cccc[n+]1[O-])c1ccc(-c2ccccc2)cc1	2%	-98*	-5%	?	18µM*	15%
O=C(Nc1ccc(Oc2ccccc2)nc1)C1CCN(Cc2ccco2)CC1	-13%	-38	-2%	?	10%	-4%
COC(=O)[C@H]1C[C@@H]1[C@H](NC(=O)OCc1ccccc1)c1ccccc1	-14%	-27	-13%	-2%	1%&3%	3%
CSc1nc(N)c(N=Nc2ccc([As](=O)(O)O)cc2)c(=O)[nH]1	-8%	46	0.32µM*	?	-22%	25%
COC(=O)c1ccc(-c2cc(CC3(C(=O)OC)CCN(C(=O)OC(C)(C)C)CC3)on2)cc1	-12%	-23	0%	8%	0%	0%
CC(C)(C)c1ccc(Cn2ccc(-c3ccc4c(c3)OCO4)n2)cc1	-16%	10	0%	-12%	-5%	4%
COc1ccc(C)cc1S(=O)(=O)N1CCN(c2ccccc2)CC1	-11%	45	?	15%	-3%	5%
Nc1ccc(Sc2nnnn2-c2ccccc2)c(Cl)c1	-2%	?	-4%	-3%	-3%	-1%
Cc1ccccc1-n1nc(C)c2c1N=C1C(Cl)=CC(Cl)=CN1C2c1ccc(C(=O)O)cc1 (centres undefined)	-2%	28	35µM*	25%	13µM*	-2%
CN(C)c1cc[n+](CC(=O)c2ccc(Br)cc2)cc1	6%	-74*	-7%	-10%	6%	5%
CC(=O)c1sc(NC(=O)COc2ccc(Br)cc2)nc1C	9%	?	5%	-12%	1%	6%
O=C(CCCC(=O)N(CC(=O)NC1CCCCC1)c1ccccc1F)Nc1ccccn1	-15%	-19	-4%	-1%	2%	-9%
COc1cc(C2SCC(=O)N2CCc2ccc(OC)c(OC)c2)ccc1O (centres undefined)	-6%	-27	.	-21%	1%	13%
COc1ccc(NC(=S)N/N=C2\CC(C)(C)Oc3ccc(OC)cc32)cc1	-14%	-28	-4%	4%	8%	33%[activator][2.32 µM]
COc1ccccc1NS(=O)(=O)c1cc(NC(=O)c2cc(F)c(F)c(F)c2F)ccc1N1CCOCC1	.	-16	.	?	.	-10%
CC(=O)Nc1ccc(SCC(=O)NNC(=O)CN(C)S(=O)(=O)c2ccc(C)cc2)cc1	-17%	4	-3%	0%	.	100%[activator]
CC(NC(=O)COC(=O)c1ccc(N(C)C)cc1)c1ccccc1 (centres undefined)	-7%	2	7%	?	1%	8%
CCN(CC)c1nc(Nc2ccccc2)nc(Oc2ccc(=O)[nH]n2)n1	-2%	-22	3%	?	2%	-6%
CCc1ccccc1NC(=O)Nc1cccc(F)c1	0%	?	.	-26%	-8%	-5%
Clc1ccccc1-c1nnc2sc(-c3ccc(Br)o3)nn12	-11%	-29	2%	-22%	7%	5%
CN(CCN1CCOCC1)Cc1nc(-c2ccccc2)no1	-10%	32	-30%[57.1 µM]	22%	-2%	25%
CCCCn1c(N)c(N(C(=O)CSc2nnnn2-c2ccccc2C)C2CCCC2)c(=O)[nH]c1=O	?	-6	-3%	?	.	7%
CCOC(=O)c1cccc(C(=O)OCC)n1	1%	-5	4%	25%	5%	-4%
O=c1oc2ccc(Br)cc2cc1-c1nc(-c2ccccc2)no1	8%	33	-4%	.	.	.
CCC(C)Cn1cnc2c(SCc3ccccn3)nc(N)nc21 (centres undefined)	.	-15	.	-11%	.	-2%
S=C1NCN(Cc2ccco2)CN1	5%	62	-5%	21%	-16%	-3%
CC(NC(=O)c1cccs1)C1CCCO1 (centres undefined)	0%	74	-4%	10%	-2%	11%
Cc1cccc(NC(=O)COC(=O)CN2CCCCCC2=O)c1C	.	-34	.	27%	.	-15%
O=S(=O)(c1ccc(F)c2ccccc12)N1CCCCC1	2%	-14	13%	12%	0%	12%
Cc1ccc(Cl)cc1NC(=O)[C@@H]1CCC(=O)N1C1OC(=O)c2ccccc21 (some centres undefined)	9%	-1	1%	-4%	12%	-1%

Carrying on.
SMILES	AmpC inh detg	HCMV antiviral	Sm TGR block	HCV inh	FBPA Giardia inh	AMA1-RON2 inh
CC(C)Oc1ccc(OCCn2c(=S)[nH]c3c(N)ncnc32)cc1	-8%	?	1%	6%	-8%	92%[activator]
O=C(O)c1ccc(CS(=O)(=O)c2ccc(Br)cc2)cc1	-10%	19	1%	0%	1%	-1%
O=C(CCS(=O)(=O)c1ccccc1)OCc1ccc([N+](=O)[O-])cc1	0%	10	?	7%	.	11%
c1ccc(CNCCN2CCNCC2)nc1	?	-26	-21%	23%	22%	6%
Cc1csc(SCc2nc3scc(-c4ccccc4)c3c(=O)[nH]2)n1	-9%	-27	?	-25%	-1%	2%
CC(=O)Nc1cccc2ncccc12	?	4	6%	18%	1%	-2%
O=C(COC(=O)c1cc([N+](=O)[O-])ccc1N1CCOCC1)Nc1c(Cl)cccc1Cl	?	-12	-3%	?	.	-2%
O=C(COc1ccccc1)Nc1cccc(-c2nnc(-c3ccccc3)o2)c1	-3%	49	-1%	?	1%	10%
Cc1c(NC(=O)C(C)Sc2n[nH]c(N)n2)c(=O)n(-c2ccccc2)n1C (centres undefined)	?	39	1%	25%	5%	-3%
Clc1cccc(CSc2ncn(-c3ccccc3)n2)c1	-7%	3	8%	11%	-10%	41%[activator]
CC(C)(C)c1ccc(S(=O)(=O)N2CCN(c3ccccn3)CC2)cc1	-11%	0	-2%	14%	8%	2%
CCSc1nnc(NC(=O)COc2ccccc2[N+](=O)[O-])s1	-7%	-87*	-3%	10%	6%	45%[activator]

Taken from above for reference:
SMILES	AmpC inh detg	HCMV antiviral	Sm TGR block	HCV inh	FBPA Giardia inh	AMA1-RON2 inh
Clc1cccc(CSc2ncn(-c3ccccc3)n2)c1	-7%	3	8%	11%	-10%	41%[activator]
CC(C)(C)c1ccc(S(=O)(=O)N2CCN(c3ccccn3)CC2)cc1	-11%	0	-2%	14%	8%	2%
CCSc1nnc(NC(=O)COc2ccccc2[N+](=O)[O-])s1	-7%	-87*	-3%	10%	6%	45%[activator]

Profiles as entered above. Order of screens: AmpC inh detg, HCMV antiviral, Sm TGR block, HCV inh, FBPA Giardia inh, AMA1-RON2 inh
Shown for Clc1cccc(CSc2ncn(-c3ccccc3)n2)c1 : -7%, 3, 8%, 11%, -10%, 41%[activator]
Shown for Cc1csc(SCc2nc3scc(-c4ccccc4)c3c(=O)[nH]2)n1 : -9%, -27, ?, -25%, -1%, 2%

Remaining list, next part:
SMILES	AmpC inh detg	HCMV antiviral	Sm TGR block	HCV inh	FBPA Giardia inh	AMA1-RON2 inh
Cn1c(=O)[nH]c(=O)c2c1nc(NN)n2CCOc1ccccc1	?	40	0%	-5%	-24%	37%[activator]
CC(C)C(=O)Nc1ccc2oc(-c3cc(F)c(F)cc3Cl)nc2c1	?	-2	2%	?	4%	2%
CCOC(=O)C(=O)Nc1sc(C(=O)N(CC)CC)c(C)c1C#N	0%	4	10%	24%	-6%	15%
O=C(Nc1ccc(Cl)cc1F)C1CC1	-3%	-17	-3%	-2%	4%	11%
COc1ccccc1C(=O)NCCC(=O)Nc1ncccc1O	0%	-6	-10%	16%	.	0%
CN(CC(=O)Nc1cccc(S(=O)(=O)N2CCOCC2)c1)CC(=O)Nc1ccc(Cl)c(C(F)(F)F)c1	-13%	-75*	8%	?	.	36%[activator]
O=C(CNC(=O)c1cccc(F)c1)N/N=C/C=C/c1ccccc1	5%	-39	1%	-6%	-4%	5%

Source: PubChem (National Center for Advancing Translational Sciences (NCATS))
